Screening results as filed in PubChem BioAssay.
AmpC inh detg: blocks E. coli AmpC beta-lactamase in detergent assay. Potency, µM (highest dose often 114 µM), for inactives: at the top dose activity change, negative = inhibition, most hits filed as inhibitors. AmpC hydrolysis of nitrocefin, absorbance 480 nm, 0.01% Triton. 370,000 tested, 0.041% active. AID 485294;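 further: potency means the concentration at half of the fitted maximal effect; 0% = no-compound wells and -100% = no-enzyme wells; nearly all actives have a fitted effect of over 25% in size; some results filed as inactive show a strong effect at the top dose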
Target sequence (P00811 whole entry, looked up): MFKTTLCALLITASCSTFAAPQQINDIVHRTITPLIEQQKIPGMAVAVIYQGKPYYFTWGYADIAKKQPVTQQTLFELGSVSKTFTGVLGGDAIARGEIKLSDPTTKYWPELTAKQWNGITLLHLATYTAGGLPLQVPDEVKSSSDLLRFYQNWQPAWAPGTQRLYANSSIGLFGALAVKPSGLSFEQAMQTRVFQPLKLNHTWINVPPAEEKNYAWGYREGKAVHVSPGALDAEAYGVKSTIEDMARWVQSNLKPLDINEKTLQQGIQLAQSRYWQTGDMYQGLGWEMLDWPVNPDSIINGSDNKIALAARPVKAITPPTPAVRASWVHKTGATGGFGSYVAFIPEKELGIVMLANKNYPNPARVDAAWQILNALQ
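20 mM phosphate pH 7.0 + 0.01% (detergent screen) or 0.0001% Triton X-100; 5.3 nM AmpC reagent; cpd preinc 15 min RT; nitrocefin (800 uM stock) to start; A480 q20 s × 4 min; Activity was normalised to no-enzyme and no-compound control wells.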
Sm TGR inh: S. mansoni TGR enzyme inhibition. Q962Y6. purified TGR, DTNB reduction, TNB absorbance 405 nm. Potency, µM (series often up to 114 µM), for the others: top-dose activity change, negative = inhibition, usual class: inhibitors. 360,000 tested, 3% active. AID 485364; further: potency means the concentration at half of the fitted maximal effect; nearly all actives have a fitted effect of over 60% in size
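TGR 20 nM + NADPH 100 uM (dispensed conc.), cpd preinc 15 min RT; start with NADPH (500 uM addition) then DTNB (15 mM addition). Kinetic TNB absorbance, 405 nm filter. Four-parameter Hill fit across titration.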
HCMV inh: blocks human cytomegalovirus replication. HFF cells, HCMV-luciferase reporter, 72 h; active compounds read low. activity change, negative = inhibition, % at 57.5 µM. 410,000 tested, 4.5% active; in the data active means activity change below about -60%; inconclusive means no clear call, values can overlap the other calls; inactive means above about -39%
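Screen run at 2 compound doses on HFFs infected with reporter HCMV, MOI 1 PFU/cell. Luciferase activity from cell lysates at 72 h post infection gave inhibition relative to buffer-only and Salinomycin wells.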
AmpC no deterg: AmpC beta-lactamase inhibition without detergent | P00811 | Potency, µM (highest dose often 57.1 µM), without a hit: top-dose activity change, negative = inhibition, actives largely listed as inhibitors | 330,000 tested, 0.52% active | AmpC nitrocefin hydrolysis, absorbance 480 nm, 0.0001% Triton;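 further: potency means the concentration at half of the fitted maximal effect; plate controls were no compound for no effect and no enzyme for full effect; nearly all actives have a fitted effect of over 20% in size; some results filed as inactive show a strong effect at the top dose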
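20 mM phosphate pH 7.0 + 0.01% (detergent screen) or 0.0001% Triton X-100; 5.3 nM AmpC reagent; cpd preinc 15 min RT; nitrocefin (800 uM stock) to start; A480 q20 s × 4 min; Activity was normalised to no-enzyme and no-compound control wells.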
LmPK inh: inhibitors of Leishmania mexicana pyruvate kinase; 290,000 tested, 0.37% active; Q27686; purified LmPK, Kinase-Glo ATP luminescence, 1 h; Potency, µM (titrated, usually from 57.5 µM), for inactives: at the highest dose activity change, negative = inhibition, hits mostly inhibitors; further: potency means the concentration at half of the fitted maximal effect
Target sequence (Q27686 whole entry, looked up): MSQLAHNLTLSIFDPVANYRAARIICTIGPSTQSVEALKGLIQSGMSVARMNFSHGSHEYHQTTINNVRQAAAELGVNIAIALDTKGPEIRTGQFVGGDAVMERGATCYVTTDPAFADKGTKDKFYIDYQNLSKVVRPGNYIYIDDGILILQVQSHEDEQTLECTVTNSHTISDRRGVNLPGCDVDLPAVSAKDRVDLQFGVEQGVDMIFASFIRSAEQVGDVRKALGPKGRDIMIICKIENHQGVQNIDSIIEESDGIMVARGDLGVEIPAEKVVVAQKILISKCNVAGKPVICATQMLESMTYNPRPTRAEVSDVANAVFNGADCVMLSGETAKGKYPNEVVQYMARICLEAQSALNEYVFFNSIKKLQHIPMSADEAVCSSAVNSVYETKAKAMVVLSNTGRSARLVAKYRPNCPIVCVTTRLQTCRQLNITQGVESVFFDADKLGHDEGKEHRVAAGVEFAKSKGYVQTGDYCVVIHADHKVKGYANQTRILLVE
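Purified LmPK (0.1 nM) with 0.5 mM PEP and 0.1 mM ADP in imidazole buffer pH 7.2 with MgCl2/KCl, 1 h at room temperature. ATP formed was read by luciferase luminescence and normalized to no-enzyme and uninhibited controls.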
Tb PYK inh: T. brucei pyruvate kinase inhibition | Q57TT1 | TbPYK enzyme, Kinase-Glo Plus ATP luminescence, 45 min | Potency, µM (doses to about 76.8 µM), inactives show top-dose activity, negative = inhibition, actives largely listed as inhibitors | 410,000 tested, 0.12% active | AID 624173; further: potency means the concentration at half of the fitted maximal effect; nearly all actives have a fitted effect of over 50% in size
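In this concentration-response screen, enzyme-free wells defined baseline while DMSO plates tracked drift. Each reaction combined TbPYK, substrate, compound and 130 uM ADP for 45 min at room temperature. Kinase-Glo Plus luminescence gave the signal.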
AMA1 RON2 block: AMA1-RON2 (P. falciparum) interaction inhibition. AlphaScreen AMA1-biotinylated RON2 peptide binding. Potency, µM (highest dose often 58.2 µM), for inactives: at the highest dose activity change, negative = inhibition, actives largely listed as inhibitors. 360,000 tested, 0.2% active. AID 720542;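 further: potency means the concentration at half of the fitted maximal effect; 0% = vehicle wells and -100% = peptide control; nearly all actives have a fitted effect of over 45% in size; some results filed as inactive show a strong effect at the top dose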
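AMA1 (3D7) with his tag at 25 nM final met compounds first, then biotinylated RON2 peptide at 25 nM; detection used donor plus acceptor beads, 10 µg/mL apiece, read by AlphaScreen after 30 min at room temperature.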
The depositor's hits bear a star; u = inconclusive; x = no result given; [ ] = another dose, or the depositor's remark. Unless noted, the call rests on the fitted dose curve; in most records, active means well fitted curve in the direction sought with a large enough effect; inconclusive means small, poorly fitted or top-dose-only effect, or another doubt; inactive means no such curve, though single readings can be large; an effect the other way counts as inactive or inconclusive. Unless noted, on the % scale 0 is the no-effect control and ±100 the full control effect.

Start of the data: the first 2 entries, ahead of the listing:
item	Compound	AmpC inh detg	Sm TGR inh	HCMV inh	AmpC no deterg	LmPK inh	Tb PYK inh	AMA1 RON2 block
1	CCN(CC)c1ccc2cc(S(=O)(=O)c3ccc(Cl)cc3)c(=O)oc2c1	u	-11%	u	u	0%	-5%	121%[activator]
2	Cc1cc(C(=O)NNS(=O)(=O)c2ccccc2C(F)(F)F)nn1C(C)(C)C	1%	-10%	49	-33%	6%	0%	-1%

All compounds of this part, from the start:
item	Compound	AmpC inh detg	Sm TGR inh	HCMV inh	AmpC no deterg	LmPK inh	Tb PYK inh	AMA1 RON2 block
1	CCN(CC)c1ccc2cc(S(=O)(=O)c3ccc(Cl)cc3)c(=O)oc2c1	u	-11%	u	u	0%	-5%	121%[activator]
2	Cc1cc(C(=O)NNS(=O)(=O)c2ccccc2C(F)(F)F)nn1C(C)(C)C	1%	-10%	49	-33%	6%	0%	-1%
3	CCCCOC(=O)c1nc(Cl)c(Cl)c(N)c1Cl	-4%	-20%	5	-36%	1%	9%	-11%
4	CC(OC(=O)CC1CCCCC1)C(=O)Nc1ccc(F)cc1 (stereo not given)	0%	-8%	1	-7%	x	3%	5%
5	O=C(c1cccnc1)N1C2CCC1CC(O)(c1ccc(F)cc1)C2 (stereo not given)	-14%	-1%	24	-15%	1%	6%	15%
6	Cn1cccc1C1C(C#N)=C(N)OC2=C1C(=O)CCC2 (stereo not given)	-5%	u	27	6%	-1%	3%	-1%
7	Brc1ccc(-c2nn3c(-c4ccco4)nnc3s2)o1	-13%	8.9µM*	19	-13%	4%	-24%	-23%
8	Cc1ccc(C)c(NC(=O)Cn2c([N+](=O)[O-])cnc2C)c1	-12%	-6%	-16	-9%	-5%	-1%	-2%
9	Cn1c(N)c(C(=O)COC(=O)c2cccc(S(=O)(=O)N3CCCCC3)c2)c(=O)n(C)c1=O	u	-5%	-37	52%	-4%	-6%	-6%
10	CC(C)=CC(=O)Nc1ccc(OCc2ccccc2)cc1	7%	2%	11	-25%	-27%	-1%	3%
11	CCOC(=O)[C@]12CCCC=C1N(Cc1ccc3c(c1)OCO3)C(=O)[C@H](CC(=O)N1CCCC1)C2	x	x	-14	x	x	3%	50%[activator]
12	COc1ccc(S(=O)(=O)NCCOc2ccccc2)cc1-n1cnnn1	1%	5%	30	-15%	12%	-5%	-15%
13	O=C(Cn1c(=O)nc(-c2ccccc2F)c2cc(Cl)ccc21)NCCCc1ccccc1	16%	8%	0	x	x	-9%	x
14	CCOc1ccc(C2C(C(=O)OC)=CN(C(C)c3ccccc3)C=C2C(=O)OC)cc1 (stereo not given)	-1%	-32%	x	36%	-1%	7%	63%[activator]
15	COc1ccc(/C=N/NC(=O)c2ccccc2OCc2ccccc2)c(OC)c1	-1%	2%	u	-28%	4%	1%	-8%
16	C=CCOC(=O)CCC(=O)Nc1cccc2ccccc12	-13%	1%	10	1%	-2%	3%	-4%
17	O=C(NCCN1CCOCC1)c1cc(-c2ccco2)on1	-5%	-23%	16	-20%	-3%	6%	4%
18	O=C1OCC2=C1C(c1ccc(F)cc1)c1cc3c(cc1N2)OCCO3 (stereo not given)	-7%	2%	-85*	-58%	-7%	2%	-3%
19	CCN(C(=O)CSc1nc(-c2ccccc2)cn1N)c1c(N)n(Cc2ccccc2)c(=O)[nH]c1=O	-6%	-1%	-29	-19%	x	2%	-9%
20	COc1ccc(CCn2c(O)c(C=NCCN3CCCCC3)c(=O)[nH]c2=O)cc1OC	2%	-15%	-30	-12%	-11%	4%	57%[activator]
21	Cc1cc(NC(=O)CSc2nc(N)c(NC(=O)c3ccco3)c(=O)[nH]2)no1	-5%	4%	0	-7%	-2%	-13%	-9%
22	C=CCn1c(C)cc(C(=O)CSc2nnc(C3CC3)n2C2CC2)c1C	3%	4%	32	-3%	x	-10%	-15%
23	O=C(/C=C/Nc1ccc(F)cc1F)c1cccs1	-14%	-10%	49	-9%	8.9µM*	u	-1%
24	Cc1ccccc1Nc1nc(N)nc(COC(=O)C2CCCCC2)n1	-2%	-3%	1	-4%	1%	-3%	-3%[11.6 µM]
25	CN1CCN(S(=O)(=O)c2ccc(NC(=S)NC(=O)C(C)(C)C)cc2)CC1	6%	0%	-29	36%	2%	5%	-11%
26	CS(=O)(=O)c1ccc(Cl)c(C(=O)O)c1	4%	17%	24	-19%	-4%	5%	0%
27	COc1ccc(OC)c(C2C(C(=O)Nc3cccnc3)=C(C)NC3=C2C(=O)CCC3)c1 (stereo not given)	2%	-1%	-14	-9%	-7%	6%	8%
28	C=CCn1c(CCC(=O)O)ccc1-c1ccc(OC)cc1	-3%	45µM*	12	-25%	2%	-7%	-9%
29	O=C(CN1C(=O)NC2(CCCC2)C1=O)N1CCN(c2ccc(C(F)(F)F)cc2[N+](=O)[O-])CC1	x	x	u	x	x	-2%	58%[activator]
30	COc1ccccc1-n1ccnc(SCC(=O)NC2CCCC2)c1=O	u	-3%	u	-20%	x	-6%	2%
31	CCOc1ccc(-c2cc(C(=O)NCCc3ccc(Cl)cc3)c3ccccc3n2)cc1	10%	-11%	-7	x	x	1%	x
32	N/C(=N\c1nc2ccccc2o1)NC(=O)c1ccc([N+](=O)[O-])cc1	2%	8%	u	-22%	-1%	4%	82%[activator]
33	COc1ccc(CNC(=O)c2[nH]c(C(F)(F)F)nc2-c2ccccc2)cc1OC	x	x	-2	x	x	2%	-1%
34	NC(=O)c1c(NC(=O)c2nc(SCc3ccccc3F)ncc2Cl)sc2c1CCCC2	20%	10%	9	x	x	4%	x
35	CCOc1ccc(CNC(=O)C(C)n2ccc3cc(S(=O)(=O)N4CCCC4)ccc32)cc1 (stereo not given)	2%	0%	-35	-8%	1%	5%	0%
36	O=C(CCCn1c(=O)oc2ccccc21)Nc1ccccc1	u	-5%	-36	-4%	x	-1%	-4%
37	COC(=O)c1ccccc1NC(=O)c1cn2c3c(ccc(Cl)c3c1=O)OC(C)C2 (stereo not given)	2%	-4%	0	x	x	-1%	x
38	CCNC(=O)c1cnc2sc(N3CCCCCC3)nn2c1=O	24%	3%	40	x	x	-1%	x
39	COc1ccc(N(CC(=O)NCCc2ccccc2)S(=O)(=O)c2ccccc2)c(OC)c1	0%	-3%	-32	x	x	4%	x
40	Clc1nc(N2CCOCC2)ncc1Br	6%	-6%	1	-19%	-1%	-1%	-11%
41	Cc1nn(C)cc1CNC(=O)Nc1ccc(Br)cc1Cl	2%	-7%	19	1%	5%	0%	-7%
42	Cc1ccc(N2C=Nc3ccc(C)c4nc(C)cc2c34)cc1	-13%	-11%	-34	0%	3%	-3%	-2%
43	NC(=O)c1ccc[n+](CC(=O)c2ccc(F)cc2)c1	u	0%	8	-9%	4%	-6%	6%
44	O=C1C2CCCN2C(c2ccccc2F)N1c1cccc(Cl)c1 (stereo not given)	-15%	-3%	-3	24%	5%	-4%	-4%
45	COc1cc(C(=O)Nc2scc(-c3ccc(C)cc3)c2C(=O)O)cc(OC)c1OC	-14%	3%	7	-29%	0%	0%	-5%
46	COC(=O)[C@@]1(Cc2ccc(OC)cc2)[C@H]2c3cc(C(=O)N4CCCC4)n(CCn4cc([N+](=O)[O-])nc4C)c3C[C@H]2CN1C(=O)c1ccccc1	u	-7%	-74*	11%	0%	-1%	7%
47	CC(CCc1ccccc1)NC(=O)c1ccccc1Cl (stereo not given)	-17%	-10%	56	-5%	9%	-1%	0%
48	COc1ccccc1-c1cc(=O)c2c(O)ccc([N+](=O)[O-])c2o1	-3%	u	48	-22%	10%	1%	59%[activator]
49	COc1ccc(S(=O)(=O)N2CCCC2CNC(=O)C(=O)NCc2ccccn2)cc1 (stereo not given)	-19%	-2%	-10	12%	x	-1%	19%
50	O=C(NCc1ccccc1Cl)C(=O)NCC(c1ccc2c(c1)OCO2)N1CCOCC1 (stereo not given)	-2%	4%	2	x	x	-3%	x
51	CCOc1nc(Nc2ccccc2F)nc(OCC)n1	-3%	0%	28	-3%	-4%	1%	12%
52	CN(C)S(=O)(=O)c1cccc(NC(=O)Cn2cc(C(F)(F)F)cc(Cl)c2=O)c1	-7%	3%	-6	-36%	4%	0%	-2%
53	COc1ccc(Cc2nnc(SC(C)C(=O)Nc3ccc(C(N)=O)cc3)o2)cc1 (stereo not given)	-18%	9%	-11	-17%	x	-8%	7%
54	CC(=O)N1CCc2c(sc3c2c(=O)n(-c2ccc(C)cc2)c(=O)n3Cc2ccccc2C)C1	-4%	-8%	-26	x	x	-4%	x
55	Cc1ccc(NC(=O)Cc2ccsc2)cc1Cl	-10%	-25%	30	-43%	3%	2%	6%
56	O=C(Nc1cccc(C(F)(F)F)c1)C12CC3CC(CC(C3)C1)C2	u	-1%	-5	-15%	6%	1%	u
57	CCOC(=O)C1=CN(Cc2ccc(Br)cc2)S(=O)(=O)NC1C (stereo not given)	x	x	-23	-8%	x	6%	17%
58	COc1ccc(C(=O)CCNc2ccc(C)c(Cl)c2)cc1	1%	-9%	-40	-10%	-3%	12%	0%
59	COC(=O)[C@@]12CCCCN1[C@H](c1ccc(-c3ccc(F)cc3)c(OC)c1)[C@H]1C(=O)N(C)C(=O)[C@H]12	x	x	-9	2%	x	5%	4%
60	COc1ccccc1NC(=O)Cc1coc2cc(C)ccc12	-6%	0%	-18	-20%	0%	-2%	10%

Whole records, quoted from the list. Order of values: AmpC inh detg, Sm TGR inh, HCMV inh, AmpC no deterg, LmPK inh, Tb PYK inh, AMA1 RON2 block
`COc1ccc(S(=O)(=O)NCCOc2ccccc2)cc1-n1cnnn1` as listed: 1%, 5%, 30, -15%, 12%, -5%, -15%
`Cc1cc(C(=O)NNS(=O)(=O)c2ccccc2C(F)(F)F)nn1C(C)(C)C` as listed: 1%, -10%, 49, -33%, 6%, 0%, -1%

The list continues:
item	Compound	AmpC inh detg	Sm TGR inh	HCMV inh	AmpC no deterg	LmPK inh	Tb PYK inh	AMA1 RON2 block
61	Cc1c(C(=O)c2ccc(Br)cc2)c(=O)n(C)c(=O)n1C	0%	x	-18	-18%	0%	2%	0%
62	O=C(COC(=O)C1CC1)Nc1ccc(Oc2ccccc2)cc1	u	2%[11.4 µM]	38	-20%	0%	6%	6%
63	CCS(=O)(=O)c1nc(S(=O)(=O)c2ccc(Cl)cc2)c(N2CCN(C)CC2)s1	0%	-5%	-77*	78%[activator]	-1%	5%	7%
64	CN(C)/C=N/C(=S)Nc1ccc(Cl)cc1	3%	x	-29	-20%	-8%	4%	-3%
65	CCN(CC)C(=O)c1sc2c(c1C)c(=O)n(-c1ccc(C)c(C)c1)c(=O)n2Cc1cc(=O)n2ccccc2n1	4%	10%	14	x	x	-5%	x

Hits appear at their usual frequency (roughly 7.4% active in at least one column).
